Source: PubChem (Broad Institute)
Casp6 inh = inhibitors of human caspase-6 | P55212 | purified caspase-6, Z-VEID-R110 cleavage fluorescence | inhibition, % at 12.5 µM | hit rate 0.53% among 350,000 | AID 686996;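 active means mean inhibition across replicates at least about 35%, with every replicate also reaching that limit, limit read from the data; inconclusive means only one of the two criteria met; inactive means neither criterion met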;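 further: 0% = median of neutral control wells and 100% = no fluorescence left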
Target sequence (P55212 24-179 limits assumed): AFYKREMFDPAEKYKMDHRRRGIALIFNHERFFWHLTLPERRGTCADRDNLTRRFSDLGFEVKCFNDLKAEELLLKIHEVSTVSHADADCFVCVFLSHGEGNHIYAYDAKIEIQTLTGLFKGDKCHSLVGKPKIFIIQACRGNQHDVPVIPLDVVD
Target sequence (P55212 194-293 limits assumed): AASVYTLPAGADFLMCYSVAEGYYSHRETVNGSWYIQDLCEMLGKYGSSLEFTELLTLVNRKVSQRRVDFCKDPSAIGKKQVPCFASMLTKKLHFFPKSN
DENV2 CPE = DENV2-induced cell death inhibition; AID 651640; CPE inhibition, % at 9.99 µM; hit rate 1.7% among 350,000; DENV2-infected cells, cytopathic effect rescue, plate reader; in the data active means CPE inhibition above about 20%, passing the limit was not always enough; inconclusive means no clear call, values can overlap the other calls; tested in BHK-21 cells;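 further: 0% = median of neutral control wells and 100% = median of positive control wells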
SIRT5 inh = inhibitors of human sirtuin-5 desuccinylase; Purified SirT5, succinyl-peptide AMC, trypsin-coupled fluorescence; hit rate 1.1% among 330,000; AID 652115; Q9NXA8; inhibition, % at 15 µM; in the data active means inhibition above about 15%; inconclusive means no clear call, values can overlap the other calls
ERp5 block = inhibitors of human ERp5 | Q15084 | AID 651711 | hit rate 0.05% among 350,000 | ERp5 insulin aggregation, absorbance 650 nm, 90 min | inhibition, % at 9.99 µM;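 active means mean replicate inhibition above about 25%, with every replicate also reaching it, limit read from the data, passing the limit was not always enough; inconclusive means only one of those two criteria met; inactive means neither criterion met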
Target sequence (Q15084 whole entry, looked up): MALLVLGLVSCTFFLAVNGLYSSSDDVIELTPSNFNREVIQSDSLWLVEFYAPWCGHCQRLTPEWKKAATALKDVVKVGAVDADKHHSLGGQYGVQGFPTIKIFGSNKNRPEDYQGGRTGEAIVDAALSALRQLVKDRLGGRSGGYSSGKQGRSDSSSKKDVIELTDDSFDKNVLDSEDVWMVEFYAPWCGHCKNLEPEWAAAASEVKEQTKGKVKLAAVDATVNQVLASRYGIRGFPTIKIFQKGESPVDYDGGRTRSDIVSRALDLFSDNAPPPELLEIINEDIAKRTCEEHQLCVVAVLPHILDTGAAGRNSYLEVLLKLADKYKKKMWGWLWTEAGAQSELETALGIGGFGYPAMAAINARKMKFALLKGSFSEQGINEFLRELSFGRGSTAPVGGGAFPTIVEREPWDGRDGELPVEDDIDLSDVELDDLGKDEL
F508del corr = correctors of CFTR F508del function in bronchial epithelial cells. CFBE cells, YFP halide quenching; stimulated with forskolin plus potentiator P3; % fluorescence drop versus neutral controls. hit rate 0.36% among 350,000. activity (quench increase), % at 7.58 µM;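 active means mean added fluorescence quench of at least 8% versus neutral control, with both replicates also reaching 8%; inconclusive means only one of the mean or replicate conditions met; inactive means mean below 8% and not both replicates reaching 8%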;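 further: cells transiently co-express mutant CFTR-F508del with the halide-sensitive YFP; corrector assay measuring rescue of mutant channel to the surface after 24 h compound exposure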
ERAP1 inh = ERAP1 (human) enzyme inhibition. Q9NZ08. AID 652197. inhibition, % at 10.7 µM. hit rate 0.15% among 340,000. recombinant ERAP1, Leu-AMC fluorescence, 60 min;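 active means mean replicate inhibition of at least 30%, or all replicates individually reaching that 30% level; inactive means mean below 30% and not every replicate reaching it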;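 further: 0% = neutral control wells and 100% = L-leucinethiol positive control wells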
miR122 inh = miR-122 inhibition in Huh7 cells | Huh7 miR-122 Renilla luciferase sensor, 48 h; neutral wells = 0, positive control = 100 | activation (reporter increase), % at 12.5 µM | hit rate 0.3% among 340,000 | AID 602342;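 active means mean replicate activation score at least 90 and every replicate individually at or above 90; inconclusive means only one of the two criteria met; inactive means neither criterion met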;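 further: higher luciferase means less miR-122 activity so hits act as miR-122 inhibitors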
Active calls of the source: *; ? = inconclusive; nt = not tested or not shown; [ ] = another dose, or the depositor's remark.

SMILES	Casp6 inh	DENV2 CPE	SIRT5 inh	ERp5 block	F508del corr	ERAP1 inh	miR122 inh
C[C@H](CO)N1C[C@H](C)[C@H](CN(C)S(=O)(=O)c2cccs2)Oc2ccc(NC(=O)Nc3ccc(C(F)(F)F)cc3)cc2CC1=O	2	-4	-10	-7	0.0	1	-14[16.7 µM]
COc1c(C)cc(C(=O)C2CCCN(S(=O)(=O)N(C)C)C2)cc1C (configuration not stated)	-4	1	-1	-3	-2.0	-1	4
O=C(OCc1ccccc1)c1c(-c2ccccc2)oc2c1C(OCCO)CCC2 (configuration not stated)	2	?	1	-2	-3.0	0	nt
CC1=C(C#N)C(c2ccccc2O)C(C#N)=C(C)N1	1	1	3	0	-1.0	1	nt
COc1ccc2nc(-c3ccccn3)ccc2c1	-1	2	-10	0	-3.6	0	-6
Cn1c(CC(=O)Nc2ccccc2)cc2ccccc21	-6	-2	0	2	3.7	-3	3
Cc1cc(C)nc(NC(=O)c2csnn2)c1	1	4	-1	3	-0.2	2	-7
O=C(O)CC(CC(=O)Nc1ccc(-n2ccc(C(F)(F)F)n2)cc1)c1ccccc1 (configuration not stated)	2	-1	-4	-3	1.8	-2	nt
N=C1C(c2nc(-c3cccc([N+](=O)[O-])c3)cs2)=C(O)CN1NC(=O)c1ccco1	1	1	-2	1	1.6	4	nt
CCOC(=O)CNC(=O)CN1C(=O)CC(c2ccco2)Sc2ccccc21 (configuration not stated)	10	-6	-4	2	-2.9	-1	nt
CC(C)C[C@H]1CNC(=O)C(=O)N1C[C@@H]1CCCN1C[C@H](Cc1ccc(O)cc1)N1C[C@H](Cc2ccccc2)N(CC2CCCCC2)C(=O)C1=O	2	-3	3	4	2.7	-4	nt
Cc1ccc(SCCC(=O)NC2CC2)cc1	-1	-5	16*	-3	-2.4	-1	-5
Cc1ccc(S(=O)(=O)NCCCNS(C)(=O)=O)cc1	1	12	-1	-4	2.7	-2	-55
COC(=O)c1cc(S(=O)(=O)NCCN2CCOCC2)cn1C	8	3	4	7	-0.2	-1	-5
N#CC(C#N)=C/C(C#N)=C(/N)N1CCN(c2ccc(Cl)cc2)CC1	-1	-1	1	-1	3.2	4	-6
N#Cc1ccccc1OCC(=O)NC(=O)NCc1ccco1	31	-6	2	-3	0.0	0	nt
CCCNC(=O)C1CC(=O)N(c2ccc(OCc3ccc(Cl)cc3)cc2)C1 (configuration not stated)	0	6	-1	1	0.9	-3	2
COc1ccc(NC(=O)C[C@H]2C(=O)N(c3ccccc3)C[C@@H]2C)cc1	2	-4	-12	-2	2.4	-1	-2
CSc1nc2ncc(C#N)cn2n1	0	-5	-3	-3	1.8	4	0
Cc1nnc(SCC(=O)Nc2c(Cl)cccc2Cl)n(N)c1=O	1	-7	5	4	-2.0	1	-4
CC(C)CC1OC(C(C)C)Cc2[nH]c(=S)[nH]c(=O)c21 (configuration not stated)	1	-4	1	3	-0.7	4	nt
O=C(N[C@H]1C=C[C@@H](CC(=O)N2CCN(c3ccccc3)CC2)O[C@@H]1CO)c1ccccc1	-1	8	6	-2	-1.8	0	nt
CC(=O)c1sc(N/N=C\c2cccc(Br)c2)nc1C	0	6	-3	-5	nt	-3	3
CCCN1C(=O)c2cc(C(=O)Nc3ccccc3CC)ccc2C1O (configuration not stated)	-2	-8	nt	-9	-0.4	nt	0
Fc1cccc(-n2cc(-c3ccccc3)c3c(=S)nc[nH]c32)c1	1	-7	-1	2	6.3	-1	nt

New compounds follow:
SMILES	Casp6 inh	DENV2 CPE	SIRT5 inh	ERp5 block	F508del corr	ERAP1 inh	miR122 inh
CCCCC(=O)NC(=S)Nc1ccc(Cl)c(C(=O)O)c1	7	-2	-1	-6	-4.6	-3	4
COc1ccccc1C(=O)O[C@H]1[C@H](Cc2ccccc2)NS(=O)(=O)[C@H]2C[C@@H]3C=C[C@]12O3	-2	7	-4	-8	2.0	-1	-1
CC(C)C[C@H]1COc2cc(N3CC[C@H](O)C3)ccc2S(=O)(=O)N1	-1	?	33*	-8	-0.1	nt	nt
COc1ccccc1-n1c(SCC(=O)N2CCOCC2)nc2cccnc21	-1	0	0	-4	-0.5	4	-8
Cc1ccc(S(=O)(=O)NCc2ccccn2)c(C)c1	0	-1	-1	6	-1.9	-3	8
Cn1c(=O)oc2cc(S(=O)(=O)NC3CCCCC3)ccc21	-2	0	-2	3	-1.3	-3	80
Cc1nc2ccc(-c3nc4ccc(N)cc4[nH]3)cc2[nH]1	-123	1	-8	2	-1.7	3	nt
Cn1c(-c2cc(Cl)ccc2O)nc2c1c(=O)[nH]c(=O)n2Cc1ccccc1	nt	-9	-3	-1	4.1	-6	3
COc1ccc(OC)c(NC(=O)CN2C(=O)NC(C)(c3ccc4c(c3)OCCO4)C2=O)c1 (configuration not stated)	-1	-3	1	-1	-3.7	-1	-4
COc1ccc(-c2cc(C)no2)cc1S(=O)(=O)N1CCCN(Cc2ccccc2Cl)C1	-5	-4	1	1	2.7	0	-5
C[C@H](CO)N1C[C@H](C)[C@H](CN(C)C(=O)c2cccnc2)Oc2ncc(-c3ccc(C(=O)N(C)C)cc3)cc2C1=O	9	-5	-1	2	-4.0	-1	5[16.7 µM]
CC(C)CC#Cc1cnc2c(c1)C(=O)N([C@@H](C)CO)C[C@H](C)[C@@H](CN(C)C(=O)Nc1cc(F)ccc1F)O2	1	?	5	-2	2.0	-1	41[16.7 µM]
CCOC(=O)CSc1nc(C)c(CC)c(C)c1C(N)=O	0	nt	10	8	0.3	13	-3
Cc1noc(C)c1S(=O)(=O)Nc1ccc2c(c1)C(=O)N([C@H](C)CO)C[C@H](C)[C@H](CN(C)C(=O)Nc1ccccc1)OCCCC[C@H](C)O2	1	33*	-9	-5	-2.0	1	6[16.7 µM]
COc1ccc(CNC(=O)COC(=O)c2cccs2)cc1	3	-3	3	3	1.4	4	-2
COc1ccc(OCCCC(=O)OC(C)C(=O)Nc2ccc(C)cc2)cc1 (configuration not stated)	-2	-3	5	-7	2.6	2	-18
COc1c(F)cccc1C1=CC(=O)C[C@H](c2ccc(F)cc2)C1	0	-11	-3	5	4.3	-3	1
CSc1ccc(-c2ccc3c(c2)c(Sc2ccccc2)c(-c2ccccc2)n3C)cc1	-2	19	1	2	0.7	3	nt
CNC(=O)c1nnn(Cc2ccccc2)c1NC(C)=O	-2	nt	1	3	nt	3	-4
COc1ccc(-c2cc3nc(-c4ccccc4)cc(N4CCN(C(C)=O)CC4)n3n2)cc1	4	2	-7	3	-2.2	3	-2
CC(=O)c1cn(C)c(=O)n(C)c1=O	-2	-7	-2	-4	0.8	1	nt
COc1ccc(NC(=O)N(C)C[C@@H]2Oc3cc(-c4ccncc4)ccc3S(=O)(=O)N([C@H](C)CO)C[C@@H]2C)cc1	0	-4	-1	3	2.1	-1	-3[16.7 µM]
Cc1cc(C)n(-c2ccc(C(F)(F)F)cc2[N+](=O)[O-])n1	nt	0	-1	-6	-3.5	-4	nt
CCCNC(=O)N1[C@H](CO)[C@H](c2ccccc2)[C@@H]1CNC(C)=O	-1	-4	1	8	-0.3	3	0[16.7 µM]
CCOC(=O)c1oc2cc(O)cc(C)c2c1C	0	17	1	2	-4.0	-2	nt

Later entries:
SMILES	Casp6 inh	DENV2 CPE	SIRT5 inh	ERp5 block	F508del corr	ERAP1 inh	miR122 inh
CCc1nnc(NC(=O)CSc2nnc(-c3ccc(S(=O)(=O)N(CC)CC)cc3)n2CC)s1	0	nt	-1	3	nt	-2	0
CCCC(=O)Nc1cc(OC)c(NC(=S)Nc2ccc(CC)cc2)cc1OC	1	0	1	2	-0.5	2	3
CNC(=O)c1c(NC(=O)CCS(=O)(=O)c2ccc(C)cc2)sc2c1CCN(C(=O)OC)C2	3	-3	0	0	-1.3	-1	nt
O=C1c2ccccc2NC(c2cccc(O)c2)N1O (configuration not stated)	5	7	3	-2	-0.7	-2	10
CCC(=O)N(C)C[C@H]1Oc2cc(C#CCC(C)C)ccc2S(=O)(=O)N([C@@H](C)CO)C[C@H]1C	-2	19	-1	3	-0.5	-2	-10[16.7 µM]
C[C@H]1CN([C@@H](C)CO)C(=O)c2cc(C#CC3(O)CCCC3)cnc2O[C@@H]1CN(C)S(=O)(=O)c1cccc(F)c1	0	4	6	-2	-1.2	-6	7[16.7 µM]
